# High-throughput results from PubChem.
# Nrf2 inh – Nrf2 pathway inhibition; A549 ARE-Fluc reporter, luciferase luminescence, 18-24 h; Potency, µM (doses to about 46 µM), for the others: at the top dose activity change, negative = inhibition, hits mostly inhibitors; 360,000 compounds, 2.1% hits; AID 504444; note: potency is the fitted concentration of half-maximal effect; % is set by controls: 0 for no effect and ±100 for the full control effect; nearly all actives have a fitted effect of over 60% in size
#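 A549 ARE_Fluc cells (5000/well, 5% FBS OPTI-MEM) pre-incubated 2 h, then treated with compounds 18-24 h at 37C/5% CO2 in concentration-response. CellTiter-Fluor viability read first; BugLite luciferase luminescence after 15 min at room temperature gives Nrf2 activity.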
# A549 viability – A549 cytotoxicity, counter-screen for Nrf2 inhibitors; 390,000 compounds, 0.16% hits; Potency, µM (series often up to 46 µM), for inactives: at the highest dose activity change, negative = cytotoxicity, actives largely listed as inhibitors; A549 ARE-Fluc cells, CellTiter-Fluor viability, 18-24 h; note: potency is the fitted concentration of half-maximal effect; % is set by controls: 0 for no effect and ±100 for the full control effect
#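 A549 ARE-Fluc cells in 5% FBS OPTI-MEM, 5000 cells/well, rested 2 h then exposed to compounds in concentration-response for 18-24 h at 37 °C. Viability by CellTiter-Fluor fluorescence (Ex 405/Em 525) after 30 min; luciferase luminescence (BugLite, 15 min, RT) read afterwards.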
# Abeta rescue – restores growth of yeast expressing A-beta42 peptide; yeast expressing A-beta42, growth rescue, OD600, 48 h; response scale: 0% DMSO, 100% iron-clioquinol control; Potency, µM (highest dose often 46.1 µM), for the others: at the highest dose growth rescue, hits mostly activators; 410,000 compounds, 0.063% hits; AID 1347071; note: potency is the fitted concentration of half-maximal effect; nearly all actives have a fitted effect of over 55% in size
#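 Yeast growth medium received pinned compounds, then yeast cells expressing toxic A-beta were added; plates incubated at 30 C for 48 hr. Growth read as absorbance at 600 nm, normalized to DMSO and equimolar FeCl3 plus clioquinol controls.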
# pAkt inh – inhibitors of Akt phosphorylation; Neuro2A IGF-stimulated pAkt S473 HTRF, 20 min; stronger effect = lower value; activity change, % for hits at 50 µM; 360,000 compounds, 0.32% hits; AID 651550; in the data active = activity change below about -80%; inconclusive = mostly about -51% to -80%; note: % is set by controls: 0 for no effect and ±100 for the full control effect
#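 Single-point screen (50 µM final compound) in Neuro2A cells stimulated 20 min with 6 nM IGF at 37 deg C. After lysis, Ser473-phosphorylated Akt read by HTRF (ex 330 nm, em 615/665 nm) as the 665/615 ratio.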
# CCT modulator – cytosolic chaperonin activity modulation. purified chaperonin ATPase assay, HTRF ADP detection, 30 min. activity change, % (concentration not given with the values), hits read low. 360,000 compounds, 0.3% hits. AID 651819; in the data active = activity change below about -30%; note: % is set by controls: 0 for no effect and ±100 for the full control effect
#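 We incubate TRiC, 40 or 20 nM final, with library compounds at 76 uM and 10 uM ATP for 30 min at 37 °C. ADP formed is detected with Transcreener HTRF reagents after 30 min at room temperature.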
# MmCpn inh – blocks the Methanococcus maripaludis chaperonin Mm-Cpn; purified Mm-Cpn ATPase, ADP Transcreener TR-FRET; Potency, µM (series often up to 76.9 µM), for inactives: at the highest dose activity, negative = inhibition, hits mostly inhibitors; 330,000 compounds, 0.031% hits; note: potency is the fitted concentration of half-maximal effect; % is set by controls: 0 for no effect and ±100 for the full control effect; nearly all actives have a fitted effect of over 80% in size
#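 25 nM Mm-CPN + cpd, 10 min 37°C; + 10 uM ATP, 30 min 37°C; buffer 30 mM Tris pH 7.4, 100 mM KCl, 5 mM MgCl2, 1 mM DTT; Transcreener ADP HTRF detection 30 min RT.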
# TGFb SMAD3 inh – blocks TGF-b signaling | HepG2 CAGA-GFP TGF-b/SMAD3 reporter, GFP fluorescence, 18 h; TGF-beta stimulated, 500 pg/mL final | Potency, µM (titrated, usually from 46.1 µM), inactives show top-dose activity, negative = inhibition, actives largely listed as inhibitors | 410,000 compounds, 1.2% hits | AID 588855; note: potency is the fitted concentration of half-maximal effect; % is set by controls: 0 for no effect and ±100 for the full control effect; nearly all actives have a fitted effect of over 65% in size
#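 Inhibition of TGF-beta-driven CAGA-GFP reporter expression in HEPG2 cells is measured by cellular GFP fluorescence after 18 h stimulation with 500 pg/mL recombinant TGF-beta in 1% FBS medium at 37 degrees C.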
# Nrf2 activator – activators of Nrf2 (ARE) signaling; AID 624171; AREc32 ARE-luciferase reporter (MCF7-derived line), luminescence, 24 h; 410,000 compounds, 0.31% hits; Potency, µM (series often up to 46.1 µM), inactives show at the top dose activation, most hits filed as activators; note: potency is the fitted concentration of half-maximal effect; % of control where 0% means no effect; nearly all actives have a fitted effect of over 65% in size
#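 Luciferase luminescence (Steady-Glo, 30 min at room temperature) served as the read-out of ARE activation in AREc32 cells treated with compounds for 24 hr at 37 deg C.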
# HepG2 tox – kills HepG2 cells in TGF-b inhibitor counter-screen; 410,000 compounds, 0.76% hits; HepG2 CAGA-GFP viability, ATP luminescence, 18 h; AID 588856; Potency, µM (titrated, usually from 46.1 µM), without a hit: at the top dose activity change, negative = cytotoxicity, hits mostly cytotoxic; note: potency is the fitted concentration of half-maximal effect; some results filed as inactive show a strong effect at the top dose
#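 CellTiter-Glo luminescence gave cytotoxicity after 18 hours at 37 degrees C. The cells were HepG2 CAGA-GFP in 1% FBS DMEM, stimulated with 500 pg/mL TGF-beta after compound addition. %Activity was normalised to no-cell wells (complete cell-killing) and DMSO (no toxicity), and curves were fitted and classified.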
# * = called active by the depositor; i = inactive; ? = inconclusive; . = not tested or not shown; [ ] = dose if it differs, or a comment. Unless noted, calls come from the whole dose curve; as a rule, active = well fitted curve in the direction sought with a large enough effect; inconclusive = small, poorly fitted or top-dose-only effect, or another doubt; inactive = no such curve, though single readings can be large; an effect the other way counts as inactive or inconclusive. Outcome played no part in choosing rows, and some 4.3% of all compounds hit somewhere here.
SMILES,Nrf2 inh,A549 viability,Abeta rescue,pAkt inh,CCT modulator,MmCpn inh,TGFb SMAD3 inh,Nrf2 activator,HepG2 tox
COc1ccc(CNC(=S)NNC(=O)c2cc3ccccc3o2)cc1,4.7%,2.0%,36.2%,i,-3.7,-0.6%,11.3%,-0.7%,-6.5%
CCN1C(=O)[C@@H]2[C@@H](c3ccc(SC4CCCCC4)cc3)N3CCCC[C@@]3(C(=O)OC)[C@@H]2C1=O,?,-3.1%,7.7%,i,-1.0,-10.8%,?,0.1%,-27.4%
CCOC(=O)C1(Cc2ccccc2C)CCCN(C(=O)COC)C1 (centres undefined),1.1%,11.0%,?,i,-0.5,0.7%,-3.7%,6.0%,-27.0%
COc1cccc(CNC(=O)CCC2CCCN(C(=O)C3CCOCC3)C2)c1 (centres undefined),-2.8%,-10.8%,6.3%,i,-1.6,-3.5%,5.8%,0.3%,0.4%
COc1ccc2[nH]c3c(c2c1)CCNC3c1ccc([N+](=O)[O-])o1 (centres undefined),-3.2%,-6.3%,-32.2%,i,0.3,-3.2%,17.3%,3.9%,-4.4%
COc1ccc(CN(CC2CCC(C(=O)O)CC2)C(=S)Nc2cc(C)ccc2C)cc1 (centres undefined),?,-12.1%,-3.9%,i,-0.3,-0.5%,-16.5%,0.2%,-20.2%
Cc1cc(C)cc(NS(=O)(=O)c2ccc3[nH]cc(C(=O)NC4CCCCC4)c(=O)c3c2)c1,23.1µM*,-15.8%,9.9%,.,.,.,?,-3.5%,11.2µM*
Cc1cccc(NS(=O)(=O)c2cc([N+](=O)[O-])ccc2C)n1,6.2%,1.7%,-6.5%,i,0.3,0.9%,?,0.0%,7.4%
O=C(CSc1nc(=O)n2ccccc2n1)NCc1ccccc1,4.1%,-2.6%,-2.1%,i,-1.1,-2.7%,1.1%,-0.2%,-5.8%
Nc1c(C(=O)NCCc2ccccc2)nnn1CC(=O)Nc1ccc(Cl)cc1,?,-11.4%,-5.9%,.,.,.,-2.4%,0.5%,0.0%
CCOC(=O)C(=O)Nc1ccc(S(=O)(=O)Nc2ncccn2)cc1,.,6.6%,-2.5%,i,-1.2,-2.8%,4.8%,0.1%,-8.5%
O=C(CSc1nnc(-c2ccc(F)cc2)o1)Nc1ccc(S(=O)(=O)N2CCCC2)cc1,13.4%,14.3%,0.2%,i,2.8,3.1%,-2.2%,-0.7%,-8.0%
Cc1ccc(NCC(=O)N/N=C/c2c[nH]c3ccccc23)cc1,?,6.8%,-9.4%,i,2.2,-0.4%,?,6.6%,-1.8%
Cc1ccc2c(Sc3ccc(Cl)cc3)c(C(=O)NCCC(C)C)[nH]c2c1,?,-11.8%,-4.3%,.,.,.,37.0%[activator],0.6%,-0.9%
CC(C)N(Cc1cnn(C)c1)C(=O)C1CCC(=O)N(CCc2cccc(F)c2)C1 (centres undefined),5.3%,-3.5%,4.7%,i,-2.3,-12.1%,-11.4%,0.3%,3.4%
CN(C)CCCNc1oc(/C=C/c2cccs2)nc1S(=O)(=O)c1ccccc1,-12.1%,?,4.2%,i,0.1,-0.9%,2.2%,6.0%,-22.1%
O=C(Nc1ccccc1)C1=C(Nc2ccccc2)CSC1,.,.,-5.2%,i,1.0,.,-33.6%,3.8%,-24.8%
Cc1cccc(NC(=O)CCC(=O)N/N=C/c2ccco2)c1,0.5%,7.7%,3.6%,i,-8.1,-0.1%,3.1%,23.2%,-7.1%
CCCCCCCCCCCCCCCC(=O)NCCc1c[nH]c2ccccc12,0.6%,0.2%,9.0%,i,0.1,.,-3.0%,-0.5%,-3.3%
COc1ccc(OC)c(C2CC(=O)Nc3n[nH]c(-c4ccccc4)c32)c1 (centres undefined),?,-3.2%,-1.7%,i,0.7,-9.6%,15.1%,0.1%,-27.6%

# Complete entries from above. Order of screens: Nrf2 inh, A549 viability, Abeta rescue, pAkt inh, CCT modulator, MmCpn inh, TGFb SMAD3 inh, Nrf2 activator, HepG2 tox
# Entry for `CCCCCCCCCCCCCCCC(=O)NCCc1c[nH]c2ccccc12` : 0.6%, 0.2%, 9.0%, i, 0.1, ., -3.0%, -0.5%, -3.3%
# Entry for `Cc1ccc2c(Sc3ccc(Cl)cc3)c(C(=O)NCCC(C)C)[nH]c2c1` : ?, -11.8%, -4.3%, ., ., ., 37.0%[activator], 0.6%, -0.9%
# Entry for `CCOC(=O)C(=O)Nc1ccc(S(=O)(=O)Nc2ncccn2)cc1` : ., 6.6%, -2.5%, i, -1.2, -2.8%, 4.8%, 0.1%, -8.5%

# Further structures:
SMILES,Nrf2 inh,A549 viability,Abeta rescue,pAkt inh,CCT modulator,MmCpn inh,TGFb SMAD3 inh,Nrf2 activator,HepG2 tox
C[C@H]1CN=C(Nc2ccccc2)N1CC1CCC1,3.5%,-4.1%,-10.2%,i,-1.1,-3.2%,21.8%,-0.7%,0.4%
C=CCNC(=O)N1CCCC(N2CCN(c3ccccc3OC)CC2)C1 (centres undefined),0.1%,-4.0%,13.2%,i,1.1,-17.8%,-8.7%,0.2%,17.3%
CCOC(=O)c1c(/N=C/N(C)C)sc(/C=N/Nc2ccccc2)c1-c1ccccc1Cl,?,-18.7%,0.5%,i,0.9,-3.5%,7.3%,3.5%,-29.5%
CCSc1nnc(NC(=O)Cc2ccc(OC)c(OC)c2)s1,.,-3.2%,10.2%,i,-0.5,-5.9%,15.7%,-0.3%,0.4%
CS(=O)(=O)c1ccccc1-c1nc(-c2ccc([N+](=O)[O-])cc2)no1,-3.7%,7.3%,-0.2%,i,-0.8,1.6%,-8.5%,4.5%,-17.2%
CCOc1ccc(N2C(=O)C3=C(C(c4ccc(Cl)cc4)=NCCN3)C2c2cccnc2)cc1 (centres undefined),2.0%,?,10.8%,i,-0.7,-2.7%,-22.0%,-0.2%,7.2%
NNc1nc(C(F)(F)F)nc2ccccc12,3.2%,-3.3%,-4.5%,i,-0.7,-3.7%,3.6%,-0.6%,-2.2%
CC1(C(=O)NS(=O)(=O)c2ccc(C#N)cc2)CCN1C(=O)Cc1ccc(Cl)cc1Cl (centres undefined),.,.,-4.8%,i,-0.6,.,9.7%,-0.1%[9.22 µM],4.9%
N#CC(c1ccc(F)cc1)c1ccc(C(=O)c2ccccc2)cc1 (centres undefined),?,-13.3%,-24.0%,i,3.7,-7.5%,?,2.5%,-4.9%
O=C(N/N=C/c1ccc(Sc2nc3ccccc3[nH]2)o1)c1ccncc1,-1.7%,-4.5%,6.3%,i,-0.6,1.5%,?,7.3%,-6.1%
COc1cccc(OCCCCCCN2CCOCC2)c1,-3.5%,12.5%,-1.7%,.,-18.1,0.6%,20.3%,0.4%,27.6%
Cc1ccc(Nc2nc3ccccc3nc2Nc2c(C)n(C)n(-c3ccccc3)c2=O)cc1,-3.0%,1.4%,-1.5%,i,-0.1,-1.1%,-4.0%,-1.1%,-0.7%
O=C(O)Cn1nnc(COc2ccccc2)n1,12.4%,13.1%,-3.8%,i,-0.3,0.1%,-1.9%,-0.3%,-3.6%
COCCCNC(=O)CCCn1c(SCC(=O)c2ccc(Br)cc2)nc2c(sc3ccccc32)c1=O,5.6%,-1.3%,3.1%,.,.,.,-7.2%,1.1%,10.7%
Cc1ccc(C(=O)NC2CCC(C)CC2)s1 (centres undefined),?,-3.7%,23.3%,i,1.7,1.4%,-4.3%,-1.6%,-17.1%
Cc1ccc(-c2nnnn2-c2ccc(C)cc2)cc1,4.5%,-1.3%,-20.4%,i,-1.4,-3.5%,-1.3%,3.3%,1.6%
C=CCOc1ccc2c3c(c(=O)oc2c1)CCCC3,1.4%,10.6%,-14.7%,i,1.8,.,0.0%,2.1%,-5.0%
COc1cccc(-c2ccc3c(N)c(C(=O)NCc4ccc(Cl)cc4)sc3n2)c1,?,23.0%,0.0%,.,.,.,?,-1.0%,-17.1%
O=C(/C=C/c1ccc([N+](=O)[O-])s1)N1CCCCC1,-1.9%,-5.5%,-28.6%,i,-0.6,-0.9%,12.6µM*,?,11.2µM*
O=C1S/C(=C/c2ccc(N3CCOCC3)o2)C(=O)N1Cc1ccc(F)cc1,18.6%,3.0%,-11.1%,i,-2.7,-1.0%,53.2%[activator],1.4%,-20.1%
COc1ccc2c(c1OC)C(=O)N1c3ccccc3C(=O)N(c3ccccc3F)C21 (centres undefined),?,?,-10.1%,i,0.4,0.9%,-10.7%,-2.1%,-24.0%
Cc1ccc(OCCN(C)C(=O)C2CCC(=O)N(CCCN3CCOCC3)C2)cc1 (centres undefined),7.8%,6.0%,4.1%,i,-1.5,0.7%,-3.6%,-0.3%,0.0%
CCc1ccc(CNC(=O)c2cccc(-n3c(C)nc4cccnc43)c2)cc1,?,-2.8%,3.6%,.,.,.,-13.8%,1.1%,-24.2%
O=[N+]([O-])c1cccc(Nc2c3ccccc3nc3ccccc23)c1,-5.3%,18.6%,-36.9%[inhibitor],i,-0.5,1.1%,-0.5%,5.4%,-5.9%
COc1cc(-c2[nH]ncc2CN2CCN(c3cccc(C)n3)CC2)cc(OC)c1OC,?,-16.5%,11.6%,i,2.1,0.1%,-22.8%,2.8%,-22.8%
N#C/C(=C\c1cn(Cc2ccccc2)c2ccccc12)C(=O)NCc1ccco1,2.6%,17.1%,2.8%,i,-1.9,-1.5%,-0.6%,3.0%,-22.0%
